PAFAH1B3 FP inh – blocks human PAF acetylhydrolase 1B catalytic subunit 3. AID 492972. inhibition, % at 3.39 µM. recombinant PAFAH1B3, FP-rhodamine probe, fluorescence polarization. 0.28% of 340,000 active;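 active means inhibition above the screen-wide average of all tested compounds plus 3 SD, cut at about 25% in these data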;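 further: 0% = enzyme with DMSO only and 100% = wells lacking PAFAH1B3 protein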
PREPL inh – human PREPL enzyme inhibition. recombinant PREPL, fluorescence polarization activity-based probe. inhibition, % at 5.96 µM. Q4J6C6. AID 2751. 0.68% of 320,000 active; in the data active means inhibition above about 43%;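 further: 0% = enzyme with DMSO and 100% = wells lacking enzyme; many of its hits are not listed in these tables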
PAD4 inh – blocks human protein arginine deiminase 4; Q9UM07; recombinant PAD4, RCA probe fluorescence polarization; inhibition, % at 6.36 µM; 0.41% of 330,000 active;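 active means percent inhibition above a cutoff equal to the mean of all tested compounds plus 3 SD, cut at about 15% in these data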;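 further: 0% = PAD4 with RCA probe and DMSO and 100% = probe without PAD4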
Target sequence (Q9UM07 whole entry, looked up): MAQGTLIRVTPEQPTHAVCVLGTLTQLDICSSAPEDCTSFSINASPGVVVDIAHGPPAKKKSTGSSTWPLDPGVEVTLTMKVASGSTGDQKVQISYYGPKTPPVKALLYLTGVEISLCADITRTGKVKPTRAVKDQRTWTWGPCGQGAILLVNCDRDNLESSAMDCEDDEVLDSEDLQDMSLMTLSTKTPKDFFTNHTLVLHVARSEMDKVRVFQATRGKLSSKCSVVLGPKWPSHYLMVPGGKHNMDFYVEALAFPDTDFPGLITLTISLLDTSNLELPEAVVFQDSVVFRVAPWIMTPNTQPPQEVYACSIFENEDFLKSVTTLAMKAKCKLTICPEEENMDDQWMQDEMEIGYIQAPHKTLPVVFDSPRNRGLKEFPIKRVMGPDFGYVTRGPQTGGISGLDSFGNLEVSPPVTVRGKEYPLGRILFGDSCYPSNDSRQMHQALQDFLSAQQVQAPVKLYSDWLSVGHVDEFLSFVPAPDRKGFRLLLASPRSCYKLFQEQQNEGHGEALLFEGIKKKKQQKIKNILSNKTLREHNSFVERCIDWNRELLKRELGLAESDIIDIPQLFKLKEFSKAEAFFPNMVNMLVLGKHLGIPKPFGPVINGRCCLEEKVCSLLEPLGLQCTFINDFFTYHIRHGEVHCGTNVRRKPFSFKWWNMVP
PAFAH2 inh – PAFAH2 (human) inhibition | Q99487 | recombinant PAFAH2, FP-rhodamine activity probe, fluorescence polarization | inhibition, % at 3.39 µM | 0.99% of 340,000 active | AID 492956;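 active means inhibition above the mean over all tested compounds plus 3 SD, cut at about 30% in these data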;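 further: inhibitors block probe labeling of enzyme so polarization drops; 0% = enzyme with DMSO and 100% = wells lacking PAFAH2 protein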
EBNA-1 inhibitor – blocks EBNA-1 binding to DNA | EBNA-1 DNA binding, fluorescence polarization | inhibition, % at 14.8 µM | 0.34% of 300,000 active | AID 1950; in the data active means inhibition above about 28%
GSTO1 counter – counter-screen for RBBP9 inhibitors: inhibitors of human GSTO1; P78417; recombinant GSTO1, activity-based probe fluorescence polarization; inhibition, % at 5.96 µM; 1.1% of 300,000 active; AID 1974;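 active means inhibition above the campaign mean inhibition plus 3 SD, cut at about 35% in these data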;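 further: 0% = GSTO1-1 with DMSO and 100% = wells lacking GSTO1-1 enzyme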
LYPLA2 inh – counter-screen for PME1 inhibitors: inhibitors of human LYPLA2; O95372; recombinant LYPLA2, FP-Rh probe fluorescence polarization; inhibition, % at 5.9 µM; 0.38% of 320,000 active; AID 2177;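 active means inhibition above the screen-wide mean plus 3 SD, limit set per campaign, cut at about 26% in these data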;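 further: 0% = LYPLA2 with DMSO and 100% = wells lacking LYPLA2 enzyme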
Target sequence (O95372 whole entry, looked up): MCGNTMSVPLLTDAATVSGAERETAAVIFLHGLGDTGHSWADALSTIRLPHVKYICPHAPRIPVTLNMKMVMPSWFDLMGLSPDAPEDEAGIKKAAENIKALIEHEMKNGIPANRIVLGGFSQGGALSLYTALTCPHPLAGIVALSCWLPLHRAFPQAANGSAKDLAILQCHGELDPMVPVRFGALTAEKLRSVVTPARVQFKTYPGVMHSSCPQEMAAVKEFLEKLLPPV
ZTA counter – blocks Epstein-Barr virus ZTA, an EBNA-1 counter-screen; P03206; ZTA-DNA binding, fluorescence polarization; inhibition, % at 11 µM; 0.15% of 320,000 active; in the data active means inhibition above about 33%
LYPLA1 counter – counter-screen for PME1 inhibitors: inhibitors of human LYPLA1 | inhibition, % at 5.9 µM | O75608 | recombinant LYPLA1, FP-Rh probe fluorescence polarization | 0.16% of 320,000 active;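 active means inhibition above the mean of all tested compounds plus 3 SD, set per campaign, cut at about 14% in these data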;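 further: inhibitors block serine hydrolase probe labeling of LYPLA1 so polarization falls; 0% = enzyme with DMSO and 100% = wells lacking LYPLA1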
An asterisk follows results filed as active; / = not tested or not shown. Only part of the results is shown (hit frequency here may not be typical).

#1 COc1ccc(C2CC(c3ccccc3)=NN2c2ccccc2)c(C(=O)O)c1OC (configuration not stated)
#2 Cc1ccccc1-n1c(C)nc2ccccc21
#3 CC(C)(C)OC(=O)NCc1ccc(CNC(=O)c2nc[nH]c2C(=O)N2CCN(c3ccccc3)CC2)cc1
#4 COc1cccc(C(=O)C2CCCN(C/C=C/c3ccccc3OC)C2)c1 (configuration not stated)
#5 CN(C)/C=C/C(=O)c1ccc(OCCN(C)c2ccccn2)cc1
#6 Cc1cc2oc(C(=O)NCc3ccncc3)c(C)c2cc1C
#7 COc1ccccc1N1C(=O)c2ccccc2NC1c1ccc(O)cc1 (configuration not stated)
#8 C=CCn1c(O)c(N=NC(=O)c2ccccc2NS(=O)(=O)c2cccs2)c2ccccc21
assay / entry	1	2	3	4	5	6	7	8
PAFAH2 inh	7	-14	2	-1	-2	2	-9	37*
LYPLA2 inh	-9	1	-5	1	-7	-5	-3	-3
PAFAH1B3 FP inh	5	6	-5	6	-2	2	7	5
ZTA counter	19	-2	16	9	8	-4	-8	-2
EBNA-1 inhibitor	-6	2	/	4	12	-5	-10	7
PAD4 inh	-7	0	-4	2	5	-7	-2	2
PREPL inh	-6	-4	6	-16	12	29	-17	6
GSTO1 counter	6	-5	/	-1	-15	2	-3	-25
LYPLA1 counter	-6	2	-3	2	-3	-3	-2	-1

#9 CCCCC(CCC(=O)Nc1cc([N+](=O)[O-])ccc1O)C(=O)O (configuration not stated)
#10 CSc1nc2ccccc2n1CC(=O)Nc1cc(C(F)(F)F)ccc1N1CCOCC1
#11 CCC(=O)N(Cc1cc2c(C)cc(C)cc2[nH]c1=O)C1CCCCC1
#12 COCCNC(=S)N/N=C/c1ccc(OCc2ccc(C(=O)OC)cc2)cc1
#13 C=CCOc1c(Br)cc(C2C3=C(CCCC3=O)N(C)C3=C2C(=O)CCC3)cc1OCC
#14 O=C(Nc1ccc(Cl)cc1)Nc1ccccc1Sc1ncc([N+](=O)[O-])s1
#15 Cc1ccccc1-n1cc(CNC(=O)CC2C(=O)NCCN2C/C=C/c2ccccc2)cn1 (configuration not stated)
#16 Cn1c(=O)n(CCc2ccccc2)c(=O)c2c1nc1n2CCCN1c1ccccc1
assay / entry	9	10	11	12	13	14	15	16
PAFAH2 inh	-5	2	2	2	9	16	-2	3
LYPLA2 inh	-2	-3	-2	-1	-3	3	2	0
PAFAH1B3 FP inh	2	1	4	-7	-2	10	2	-5
ZTA counter	-29	-1	-7	9	2	-6	-7	-11
EBNA-1 inhibitor	-10	-5	-7	10	1	2	2	0
PAD4 inh	-8	-1	3	7	4	22*	2	4
PREPL inh	19	7	5	5	0	2	16	5
GSTO1 counter	2	-5	-3	-3	31	-20	7	-13
LYPLA1 counter	-1	-3	-1	-2	-8	-4	2	-1

#17 COC(=O)c1ccc2c(=O)n(CCCCCC(=O)O)c(=O)[nH]c2c1
#18 O=C(CNC(=O)c1ccccc1F)NCc1ccncc1
#19 C/C(=N/NS(=O)(=O)c1ccccc1)c1ccc(NC(=O)C2CC2)cc1
#20 CC1CCCN(C(=O)c2sc3cc([N+](=O)[O-])ccc3c2Cl)C1 (configuration not stated)
#21 O=C(Cc1ccccc1F)Nc1ccc(SC(F)F)cc1
#22 Cc1cc(NC(=O)CSc2ncccc2C(=O)O)no1
#23 Cc1ccc(C)c(N2CCN(Cc3nnnn3C3CCCCC3)CC2)c1
#24 COc1ccc(CN(CC(=O)NC2CCCC2)C(=O)CN2C(=O)COc3ccccc32)cc1
assay / entry	17	18	19	20	21	22	23	24
PAFAH2 inh	7	-1	1	-1	1	-1	2	0
LYPLA2 inh	4	/	-8	-4	2	-3	-7	0
PAFAH1B3 FP inh	4	1	9	-11	-3	3	8	-1
ZTA counter	-22	/	0	12	8	-2	3	-3
EBNA-1 inhibitor	-17	/	-18	9	9	-4	-3	-14
PAD4 inh	0	-2	-11	4	4	0	-2	-4
PREPL inh	2	4	8	8	-6	10	-2	9
GSTO1 counter	3	/	-9	2	0	0	0	2
LYPLA1 counter	2	/	3	-4	-5	0	-5	3

#25 Nc1nc(Nc2ccccc2F)nc(NC2CCCCC2)c1[N+](=O)[O-]
#26 COC(=O)[C@]1(C)N[C@H](CN(C)C(=O)c2ccc(F)cc2)[C@@H]2C(=O)N(C)C(=O)[C@@H]21
#27 COCCCN1CC23C=CC(O2)C(C(=O)O)C3C1=O (configuration not stated)
#28 CN(C)S(=O)(=O)c1cccc(C(=O)NC(=S)N(CCC#N)Cc2cccnc2)c1
#29 Cc1ccc(C2CC(=O)C(C=NCCN3CCN(C(=S)Nc4ccccc4)CC3)=C(O)C2)cc1 (configuration not stated)
#30 CC(=O)COc1ccc2c3c(c(=O)oc2c1C)CCCCC3
#31 COc1ccc(N2CCN(C(=O)CN3C(=O)NC(C)(C4CC4)C3=O)CC2)cc1 (configuration not stated)
#32 CC(C)C(NC(=O)c1ccc(C(C)(C)C)cc1)C(=O)NCC(c1ccccc1)N(C)C (configuration not stated)
assay / entry	25	26	27	28	29	30	31	32
PAFAH2 inh	0	4	0	-4	-1	-6	-8	6
LYPLA2 inh	-9	/	-6	1	9	6	3	11
PAFAH1B3 FP inh	7	3	12	0	0	-1	1	4
ZTA counter	-1	/	-3	-6	-15	9	-11	-24
EBNA-1 inhibitor	-5	/	-8	-7	-10	9	/	-3
PAD4 inh	3	-1	1	1	-2	-4	1	4
PREPL inh	-9	8	-5	-22	20	0	17	3
GSTO1 counter	-2	/	7	13	-1	-5	/	4
LYPLA1 counter	-8	/	-3	1	1	3	-1	2

Five entries already listed, arranged by the number in PAFAH2 inh, largest number first:
| # | molecule | PAFAH2 inh | PAFAH1B3 FP inh | EBNA-1 inhibitor | PAD4 inh | PREPL inh |
| --- | --- | --- | --- | --- | --- | --- |
| 32 | CC(C)C(NC(=O)c1ccc(C(C)(C)C)cc1)C(=O)NCC(c1ccccc1)N(C)C (configuration not stated) | 6 | 4 | -3 | 4 | 3 |
| 29 | Cc1ccc(C2CC(=O)C(C=NCCN3CCN(C(=S)Nc4ccccc4)CC3)=C(O)C2)cc1 (configuration not stated) | -1 | 0 | -10 | -2 | 20 |
| 28 | CN(C)S(=O)(=O)c1cccc(C(=O)NC(=S)N(CCC#N)Cc2cccnc2)c1 | -4 | 0 | -7 | 1 | -22 |
| 30 | CC(=O)COc1ccc2c3c(c(=O)oc2c1C)CCCCC3 | -6 | -1 | 9 | -4 | 0 |
| 31 | COc1ccc(N2CCN(C(=O)CN3C(=O)NC(C)(C4CC4)C3=O)CC2)cc1 (configuration not stated) | -8 | 1 | / | 1 | 17 |

Following part:
#33 O=C(COc1ccccc1F)NNC(=O)c1ccc2c(=O)n3c(nc2c1)CCC3
#34 CCOC(=O)C1=C(C)N(C)C(C)=C(C(=O)OCC)C1c1cccnc1
#35 CCn1c(O)c(N=NC(=O)Cc2csc(N3CCOCC3)n2)c2ccccc21
#36 O=C(Nc1ccc(Cl)cn1)c1ccc(COCC(F)(F)C(F)F)o1
#37 CCOc1ccccc1N1CC(C(=O)Nc2ccccc2N2CCOCC2)CC1=O (configuration not stated)
#38 CCN1CCC2(CC1)N=C(c1ccc(F)cc1)C(=S)N2C(=O)c1ccc(C(C)(C)C)cc1
#39 CC1CCN(S(=O)(=O)N2CCCC(C(=O)NCc3ccccc3Cl)C2)CC1 (configuration not stated)
#40 Cc1c(C(=O)Nc2ccc(S(=O)(=O)Nc3ncccn3)cc2)oc2ccc(Cl)cc12
assay / entry	33	34	35	36	37	38	39	40
PAFAH2 inh	5	-1	-3	-2	-11	-2	0	-6
LYPLA2 inh	-1	-1	-4	1	-3	-2	5	4
PAFAH1B3 FP inh	-3	8	0	4	4	2	10	-2
ZTA counter	8	-20	0	10	11	-14	-12	-6
EBNA-1 inhibitor	-2	-26	-7	3	-7	-11	1	1
PAD4 inh	1	-4	-5	0	-1	3	2	2
PREPL inh	5	15	2	-6	-5	17	2	-6
GSTO1 counter	3	-3	8	-2	0	-1	5	-3
LYPLA1 counter	2	-1	2	1	-4	-2	0	-3

#41 CCOC(=O)C1=C(C)NC(C)=C(C(=O)OCC)C1c1ccco1
#42 CC(=O)Oc1c(C(=O)c2nnc(C)o2)c(=O)n(Cc2ccccc2)c2ccccc12
#43 CCC(C)(C)NC(=O)C1CC(=O)N(CCc2ccc(F)cc2)C1 (configuration not stated)
#44 CCC(C)NS(=O)(=O)c1ccc(NC(=O)Cc2ccc(OC)cc2)cc1 (configuration not stated)
#45 Cc1c(-c2nc3ccccc3[nH]2)cnn1C
#46 O=[N+]([O-])c1ccc(C2CCCC/C2=N/O)c([N+](=O)[O-])c1 (configuration not stated)
#47 Nc1c(C(=O)NCc2ccco2)c2nc3ccccc3nc2n1CCc1ccccc1F
#48 CN(Cc1nc2ccccc2c(=O)[nH]1)Cc1cc(=O)oc2ccc3ccccc3c12
assay / entry	41	42	43	44	45	46	47	48
PAFAH2 inh	2	-7	2	2	2	-5	1	-13
LYPLA2 inh	0	-5	2	0	5	1	-12	-6
PAFAH1B3 FP inh	3	5	4	2	13	12	6	7
ZTA counter	-8	6	-5	-6	-3	8	20	-3
EBNA-1 inhibitor	-12	15	-2	11	/	-4	16	-11
PAD4 inh	-1	0	0	0	-3	1	-11	-4
PREPL inh	4	11	-2	-1	12	0	22	1
GSTO1 counter	-9	1	8	-3	/	4	6	10
LYPLA1 counter	0	2	1	-2	1	8	-5	1

#49 COC(=O)c1ccc(OCCOc2ccccc2C)cc1
#50 Clc1ccc(/C=N/Nc2ncnc3nc[nH]c23)cc1
#51 Cc1cc(S(=O)(=O)NCCCN2CCOCC2)c(Cl)cc1Cl
#52 O=C(COc1cc2oc(=O)c3c(c2cc1Cl)CCC3)NCC(O)c1ccccc1 (configuration not stated)
#53 CCc1cc(C(=O)c2ccccc2OC)c(N)s1
assay / entry	49	50	51	52	53
PAFAH2 inh	8	0	-8	-5	8
LYPLA2 inh	2	3	4	9	4
PAFAH1B3 FP inh	6	1	6	0	4
ZTA counter	16	15	-1	-19	0
EBNA-1 inhibitor	-6	-5	1	7	-2
PAD4 inh	-4	-3	-2	0	1
PREPL inh	-10	-8	-3	13	10
GSTO1 counter	-2	-17	4	-6	-4
LYPLA1 counter	-3	-3	2	-3	-1

4 entries from above, ordered by formula weight, ascending.
#27 COCCCN1CC23C=CC(O2)C(C(=O)O)C3C1=O (configuration not stated)
#43 CCC(C)(C)NC(=O)C1CC(=O)N(CCc2ccc(F)cc2)C1 (configuration not stated)
#7 COc1ccccc1N1C(=O)c2ccccc2NC1c1ccc(O)cc1 (configuration not stated)
#4 COc1cccc(C(=O)C2CCCN(C/C=C/c3ccccc3OC)C2)c1 (configuration not stated)
assay / entry	27	43	7	4
PAFAH2 inh	0	2	-9	-1
LYPLA2 inh	-6	2	-3	1
PAFAH1B3 FP inh	12	4	7	6
ZTA counter	-3	-5	-8	9
EBNA-1 inhibitor	-8	-2	-10	4
PAD4 inh	1	0	-2	2
PREPL inh	-5	-2	-17	-16
GSTO1 counter	7	8	-3	-1
LYPLA1 counter	-3	1	-2	2

Source: PubChem BioAssay (The Scripps Research Institute Molecular Screening Center)
